# GLP1R cytotox: qHTS of GLP-1 Receptor Inverse Agonists: Cytotox Screen | HEK293 cAMP-luciferase reporter cells, luminescence, 24 h | 410,000 compounds, 0.13% hits | Potency, µM (highest dose often 38.3 µM), for inactives: at the highest dose activity change, negative = inhibition, usual class: inhibitors;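 also: loss of luciferase light is scored as toxicity; potency is read from the fitted curve at half-maximal effect; % is scaled to controls: 0 for no effect and ±100 for the full control effect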
#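 Quantitative HTS format, 1536 wells, 200 cells/uL seeded. Compounds: 23 nL, 24 h, 37 °C. Detection: luciferase reagent, luminescence at 12 min RT; decreased signal taken as cytotoxic.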
# KB-3-1 tox: qHTS assay for MDR1-selective chemotherapeutics: Primary screen using the parental adenocarcinoma cell KB-3-1 | KB-3-1 viability, CellTiter-Glo ATP luminescence, 72 h | Potency, µM (top dose mostly 46.1 µM), inactives show at the top dose activity change, negative = cytotoxic, hits mostly cytotoxic | 400,000 compounds, 1.4% hits; also: potency is read from the fitted curve at half-maximal effect; % is scaled to controls: 0 for no effect and ±100 for the full control effect; nearly all actives have a fitted effect of over 60% in size
#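 Here the drug-naive KB-3-1 line serves as comparator for MDR sub-line selectivity; cells received compound titrations, 72 h at 37 °C, then CellTiter-Glo readout.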
# KB-V1 cytotox: qHTS assay for MDR1-selective chemotherapeutics: Primary screen using the drug-selected MDR subline cells KB-V1; 400,000 compounds, 3.4% hits; KB-V1 MDR cells viability, CellTiter-Glo, 72 h; AID 1347076, 2019; Potency, µM (highest dose often 46.1 µM), without a hit: top-dose activity change, negative = cytotoxicity, hits mostly cytotoxic; also: potency is read from the fitted curve at half-maximal effect; % is scaled to controls: 0 for no effect and ±100 for the full control effect; nearly all actives have a fitted effect of over 60% in size
#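 Drug-selected KB-V1 cells, grown in DMEM lacking phenol red with 10% FBS, receive compound titrations; after three days at 37 degrees C, surviving cell ATP is quantified by CellTiter-Glo luminescence and responses normalized and curve-fitted.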
# HT1080-NT tox: qHTS for induction of synthetic lethality in tumor cells producing 2HG: qHTS for the HT-1080-NT fibrosarcoma cell line. AID 686970, 2013. Potency, µM (highest dose often 46.1 µM), for inactives: at the highest dose activity, negative = less viability, actives largely listed as cytotoxic. HT-1080-NT fibrosarcoma viability, CellTiter-Glo ATP luminescence, 48 h. 360,000 compounds, 1.6% hits;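 also: NT is the 2HG producing partner of a matched IDH1 knockdown line; potency is read from the fitted curve at half-maximal effect; 0% = DMSO-treated cells and -100% = media-only wells without cells; nearly all actives have a fitted effect of over 55% in size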
#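 Viability by CellTiter-Glo luminescence after 48 h compound exposure at 37C of HT-1080-NT cells (750/well, RPMI, 5% FBS). % activity scaled between DMSO wells and medium-only wells, then curve-fitted and categorized by curve class.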
# IL-1B inflam inh: qHTS for Inhibitors of Inflammasome Signaling: IL-1-beta AlphaLISA Primary Screen; THP-1 LPS/ATP IL-1B secretion, AlphaLISA, 16 h; stronger effect = lower value; activity change, % at 57.5 µM; 360,000 compounds, 4.7% hits; AID 743279, 2014; in the data active = activity change below about -50%; inconclusive = mostly about -30% to -49%; also: % is scaled to controls: 0 for no effect and ±100 for the full control effect
#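 Secreted IL-1B measured by AlphaLISA bead assay after 16 h compound exposure of THP-1 cells; compounds (final up to 57.5 uM) added 1 h before LPS (250 ng/mL) and ATP (1.25 mM) stimulation; lower signal means less secretion.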
# SW480 rereplic: A quantitative high throughput screen for small molecules that induce DNA re-replication in SW480 colon adenocarcinoma cells | Potency, µM (titrated, usually from 46.1 µM), inactives show top-dose re-replication activation, hits mostly activators | AID 624297, 2012 | 340,000 compounds, 1.8% hits | SW480 DNA re-replication, Hoechst DNA content imaging, 48 h; also: potency is read from the fitted curve at half-maximal effect; % of control where 0% means no effect; nearly all actives have a fitted effect of over 55% in size
#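 Image-based DNA-content assay: after two days of treatment, nuclei were labelled with the DNA dye Hoechst and imaged, and hits were compounds raising the count of nuclei showing high fluorescence intensity.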
# HT1080 IDH1KD tx: qHTS for induction of synthetic lethality in tumor cells producing 2HG: qHTS for the HT-1080-IDH1KD cell line. HT-1080 IDH1 knockdown viability, ATP luminescence, 48 h. Potency, µM (series often up to 46.1 µM), without a hit: at the highest dose activity, negative = toxicity, actives largely listed as cytotoxic. 360,000 compounds, 2% hits. AID 686971, 2013;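 also: potency is read from the fitted curve at half-maximal effect; 0% = DMSO wells and -100% = cell-free medium wells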
#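 % activity derives from luminescence (CellTiter-Glo), normalised to DMSO and no-cell wells. HT-1080-IDH1KD cells, 750/well, had 48 h compound exposure at 37 °C.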
# D3 ag: qHTS of D3 Dopamine Receptor Agonist: qHTS | max activation, % | D3R DiscoveRx beta-arrestin cells, luminescence, 90 min | AID 652048, 2013 | 410,000 compounds, 0.58% hits | D(3) dopamine receptor (Homo sapiens), P35462; in the data active = max activation above about 30%; also: 0% is about no effect; mostly tested at two doses, the higher about 12 µM
# Target sequence (P35462 whole entry, looked up): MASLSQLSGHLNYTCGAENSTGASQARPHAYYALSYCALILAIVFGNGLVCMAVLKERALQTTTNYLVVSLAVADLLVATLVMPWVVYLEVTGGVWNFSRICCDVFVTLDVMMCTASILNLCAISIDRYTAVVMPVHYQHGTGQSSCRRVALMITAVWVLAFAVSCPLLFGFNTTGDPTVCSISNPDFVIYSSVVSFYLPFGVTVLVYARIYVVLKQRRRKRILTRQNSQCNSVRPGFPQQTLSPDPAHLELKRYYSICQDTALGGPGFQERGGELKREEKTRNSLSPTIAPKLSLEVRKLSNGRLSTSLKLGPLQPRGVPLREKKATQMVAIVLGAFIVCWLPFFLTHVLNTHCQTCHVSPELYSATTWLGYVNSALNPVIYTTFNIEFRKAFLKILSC
#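 Agonist-mode cell screen: cells plated at 1500/well and incubated overnight at 37 °C, then exposed to library compounds for 90 min at 37 °C. Detection reagent was added for 30–60 min at room temperature, and luminescence was read.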
# MCF10A rerep: A quantitative high throughput screen for small molecules that induce DNA re-replication in MCF 10a normal breast cells; 350,000 compounds, 2.9% hits; MCF 10A DNA re-replication, Hoechst nuclear intensity, 48 h; AID 624296, 2012; Potency, µM (series often up to 46.1 µM), inactives show top-dose activity, positive = re-replication, actives largely listed as activators; also: potency is read from the fitted curve at half-maximal effect; % of control where 0% means no effect; nearly all actives have a fitted effect of over 50% in size
# * hit, by the source's call; ? = inconclusive; · = no result given; & = joins results of further samples; [ ] = dose if it differs, or a comment. Unless noted, calls follow the shape of the dose curve; as a rule, active = well fitted curve in the direction sought with a large enough effect; inconclusive = small, poorly fitted or top-dose-only effect, or another doubt; inactive = no such curve, though single readings can be large; an effect the other way counts as inactive or inconclusive.
(1) CCc1ccc(S(=O)(=O)Nc2cccc(-c3ccc(N4CCCCC4)nn3)c2)s1
(2) O=C(CSc1nnc(Cc2ccccc2)o1)NCc1ccc2c(c1)OCO2
(3) COCCOc1nc2ccccc2nc1C
(4) O=C(O)CCCCCNC(=O)Nc1ccc2c(c1)OCCO2
(5) COC(=O)c1c(NC(=O)c2ccccc2)sc(C(=O)c2ccccc2)c1C
(6) CN1CCN(C(CNC(=O)C(=O)Nc2ccc3c(c2)OCCO3)c2ccc(F)cc2)CC1 (stereo not drawn)
(7) CN1CCN(C(=O)CCc2nc(-c3ccc(Cl)cc3)no2)CC1
(8) CC1CCCCN1C(=O)COC(=O)c1ccc2ccccc2n1 (stereo not drawn)

Screen / compound no.,1,2,3,4,5,6,7,8
GLP1R cytotox,-23%,-1%,74%[activator],-6%,108%[activator],-9%,13%,3%
KB-3-1 tox,-5%,14%,3%,11%,?,-5%,-6%,3%
KB-V1 cytotox,-18%,5%,16%,28%,?,-14%,-19%,-7%
HT1080-NT tox,·,2%,19%,18%,?,-22%,0%,4%
IL-1B inflam inh,·,7,4,22,20,?,3,20
SW480 rereplic,·,11%,-1%,-4%,2%,370%,-2%,0%
HT1080 IDH1KD tx,·,0%,14%,14%,?,-1%,-3%,6%
D3 ag,-1,-5,-4,3,7,108*,3,5
MCF10A rerep,·,-4%,2%,1%,6.5µM*,-2%,17%,-3%

# Three records picked at random from those above, as already listed:
(7) CN1CCN(C(=O)CCc2nc(-c3ccc(Cl)cc3)no2)CC1
(2) O=C(CSc1nnc(Cc2ccccc2)o1)NCc1ccc2c(c1)OCO2
(8) CC1CCCCN1C(=O)COC(=O)c1ccc2ccccc2n1 (stereo not drawn)

Screen / compound no.,7,2,8
GLP1R cytotox,13%,-1%,3%
KB-3-1 tox,-6%,14%,3%
KB-V1 cytotox,-19%,5%,-7%
HT1080-NT tox,0%,2%,4%
IL-1B inflam inh,3,7,20
SW480 rereplic,-2%,11%,0%
HT1080 IDH1KD tx,-3%,0%,6%
D3 ag,3,-5,5
MCF10A rerep,17%,-4%,-3%

# Next entries:
(9) Nc1nc(N)c(-c2cccc(C(F)(F)F)c2)c(Cc2cccc(C(F)(F)F)c2)n1
(10) Cc1ccc(-n2c3c(cc(C(=O)NCC(=O)c4ccccc4)c2=O)C(=O)CCC3)cc1
(11) COc1ccc(-c2nnn(CC(=O)c3c[nH]c4ccccc34)n2)cc1OC
(12) CCc1ccc2ncc3c(-c4ccc(C)cc4)nn(CC(=O)Nc4ccc(C)cc4)c3c2c1
(13) O=C(Nc1cccc(C(F)(F)F)c1)Nc1ccc2nc([C@@H]3O[C@H](CO)[C@@H](O)[C@H](O)[C@H]3O)[nH]c2c1
(14) COC(=O)CSc1nc(-c2ccccc2)c2c(c1C#N)CCCC2
(15) CC1(C)CC(=O)C(C=NCC2CCNCC2)=C(O)C1
(16) O=[N+]([O-])c1ccc(COc2cccnc2)cc1

Screen / compound no.,9,10,11,12,13,14,15,16
GLP1R cytotox,?,1%,5%,-9%,5%,27%,-3%,0%
KB-3-1 tox,7.3µM*,·,1%,-2%,13%,1%,2%,-5%
KB-V1 cytotox,?,·,?,0%,5%,-11%,?,-19%
HT1080-NT tox,?,0%,-22%,·,13%,-1%,1%,-10%
IL-1B inflam inh,-81*,-4,-10,·,21,27,27,-8
SW480 rereplic,?,0%,-4%,·,·,?,-1%,1%
HT1080 IDH1KD tx,4.6µM*,-4%,?,·,13%,3%,6%,-8%
D3 ag,-8,3,15,6,3,5,4,-5
MCF10A rerep,?,9%,-3%,·,·,?,-3%,-5%

(17) CCN(CC)CCOC(=O)c1ccc(N/C=C(/C#N)c2nc(-c3cc4ccccc4oc3=O)cs2)cc1
(18) CCOC(=O)c1c(C)oc2ncnc(NCCc3ccccc3)c12
(19) CCCN(c1ccc(C(C)C)cc1)S(=O)(=O)c1c(C)[nH]c(=O)[nH]c1=O
(20) CCN(CC(=O)Nc1c(F)cccc1F)C(=O)c1cc(S(=O)(=O)N(CC)CC)ccc1N1CCCCC1
(21) O=C(Nc1nccs1)c1nc[nH]c1C(=O)NCc1ccccc1
(22) COc1ccc(OC)c(NC=C2C(=O)OC3(CCCCC3)OC2=O)c1
(23) COc1ccc(Cn2nnnc2C(c2ccccc2Cl)N2CCC(C(N)=O)CC2)cc1 (stereo not drawn)
(24) O=C(NCCO)C(O)C(O)C(=O)NCCO (stereo not drawn)

Screen / compound no.,17,18,19,20,21,22,23,24
GLP1R cytotox,-20%,2%,15%,-12%,3%,2%,-7%,-15%
KB-3-1 tox,-3%,-15%,-14%,-1%,?,6%,-2%,21%
KB-V1 cytotox,5%,1%,19%,-3%,6%,-1%,1%,1%
HT1080-NT tox,-25%,·,3%[9.24 µM],-4%,?,13%,2%,22%
IL-1B inflam inh,128,·,-13,-2,-14,10,-20,-7
SW480 rereplic,?,·,18%,-2%,2%,-3%,-25%,3%
HT1080 IDH1KD tx,-4%,·,-9%,-12%,0.82µM*,-3%,3%,11%
D3 ag,0,19,9,2,3,12,4,6
MCF10A rerep,?,·,6%,1%,0%,9%,-3%,0%

(25) CCCCN1CC(COCc2ccccc2)Oc2cccc(N3CCCC3)c2S1(=O)=O (stereo not drawn)
(26) Cn1cccc1C(=O)OCC(=O)NCc1ccc2c(c1)OCO2
(27) O=C(Nc1ccc2[nH]ccc2c1)c1ccc(F)cc1
(28) O=C(O)c1ccc(-n2nc(C(F)(F)F)c3c2CCCC3)cc1
(29) Cc1nc(SCC(=O)Nc2c(C)n(C)n(-c3ccccc3)c2=O)[nH]c(=O)c1C
(30) O=C(OCc1nnc(-c2ccccc2)o1)C1CC(=O)N(Cc2ccco2)C1 (stereo not drawn)
(31) CCCCn1c(SCC(=O)Nc2cc(C)on2)nc2cc(S(N)(=O)=O)ccc21
(32) Nc1ncnc2c1ncn2[C@@H]1O[C@H](CNCC#Cc2ccccc2)[C@@H](O)[C@H]1O

Screen / compound no.,25,26,27,28,29,30,31,32
GLP1R cytotox,22%,1%,-14%,-13%&14%,-10%,17%,4%,9%
KB-3-1 tox,0%,-1%,?,0%&0%,3%,-6%,0%,-21%
KB-V1 cytotox,?,-5%,-19%,0%&-6%,4%,15%,?,7%
HT1080-NT tox,-1%,0%,4%,3%&-8%,2%,0%,-4%,-5%
IL-1B inflam inh,15,-15,-14,?,14,-6,-17,?
SW480 rereplic,61%,-3%,2%,-12%&5%,0%,-1%,16%,?
HT1080 IDH1KD tx,-1%,3%,-4%,-1%&-2%,-15%,2%,-11%,0%
D3 ag,-20,-2,4,0&-4,11,-2,-10,-9
MCF10A rerep,61%,14%,3%,?,-2%,20%,0%,?

(33) O=c1nc(NC2CCCC2)ccn1Cc1cccc(Br)c1
(34) COc1cc(CN2CCNC(=O)C2CC(=O)N(Cc2nccn2C)C(C)C)cc(OC)c1 (stereo not drawn)
(35) Cc1cccc(/C=C2\Sc3ccc(C(=O)N4CCCCC4)cc3N(C)C2=O)c1
(36) C/[N+]([O-])=C\C1C(=O)CC(C)(C)CC1=O
(37) CC(C)(C)NC(=O)c1cnn(-c2ccccc2)c1NC(=O)c1ccccc1
(38) Cn1cccc1/C=N\NC(=O)Cc1ccc(Br)c2ccccc12
(39) COC(=O)c1ccccc1C(=O)N(c1ccccc1)c1ccccc1
(40) O=C(NN=Cc1c(O)ccc2ccccc12)c1ccc2c(c1)OCO2

Screen / compound no.,33,34,35,36,37,38,39,40
GLP1R cytotox,14%,2%,6%,-7%,1%,-20%,7%,-3%
KB-3-1 tox,-5%,-2%,-20%,10%,-6%,-1%,-14%,?
KB-V1 cytotox,-12%,-1%,?,0%,-13%,-12%,9%,?
HT1080-NT tox,12%,0%,18µM*,3%,-2%,-10%,-3%,5.8µM*
IL-1B inflam inh,?,-1,-22,19,-9,15,12,170
SW480 rereplic,-8%,-8%,-4%,9%,3%,?,-11%,21µM*
HT1080 IDH1KD tx,7%,-5%,-24%,4%,-10%,0%,3%,5.2µM*
D3 ag,1,2,-2,14,-4,2,8,-11
MCF10A rerep,-11%,-4%,9%,-1%,-33%[inhibitor],?,2%,12µM*

(41) CC(Oc1cc2oc(=O)c3c(c2cc1Cl)CCC3)C(=O)NCc1cccnc1 (stereo not drawn)
(42) COC(=O)C(C(=O)OC)N1C(=O)CCC1=O
(43) O=C(Nc1ccccc1C(=O)O)c1ccc(Br)o1
(44) CCOc1cc(CNc2ccc3c(c2)OCCO3)cc(Br)c1OC
(45) COc1ccc(C(=O)NCN2CCN(c3ccccc3)CC2)cc1OC

Screen / compound no.,41,42,43,44,45
GLP1R cytotox,-8%,-13%,14%,?,-5%
KB-3-1 tox,29%,2%,1%,1.6µM*,1%
KB-V1 cytotox,-23%,19%,-5%,2.1µM*,-24%
HT1080-NT tox,?,4%,-25%,2.3µM*,-2%
IL-1B inflam inh,-23,-2,31,22,-6
SW480 rereplic,-25%,-9%,2%,7.3µM*,-1%
HT1080 IDH1KD tx,28%,14%,?,1.5µM*,6%
D3 ag,8,8,0,-3,11
MCF10A rerep,1%,?,?,1.6µM*,0%
